NR2E3 ag-1: agonists of human NR2E3 nuclear receptor; CHO-S Gal4-NCOR/VP16-NR2E3 two-hybrid, luciferase; inhibition of corepressor binding, % at 3.98 µM; 0.35% of 360,000 active; AID 602229;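 active = inhibition above the mean of all tested compounds plus 3 SD, cut at about 70% in these data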;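 note: 0% = DMSO with NR2E3 transfected cells and 100% = cells lacking NR2E3 construct; higher means lower luciferase signal from less NR2E3 corepressor binding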
Target sequence (Q9Y5X4 whole entry, looked up, the tested form may be a part): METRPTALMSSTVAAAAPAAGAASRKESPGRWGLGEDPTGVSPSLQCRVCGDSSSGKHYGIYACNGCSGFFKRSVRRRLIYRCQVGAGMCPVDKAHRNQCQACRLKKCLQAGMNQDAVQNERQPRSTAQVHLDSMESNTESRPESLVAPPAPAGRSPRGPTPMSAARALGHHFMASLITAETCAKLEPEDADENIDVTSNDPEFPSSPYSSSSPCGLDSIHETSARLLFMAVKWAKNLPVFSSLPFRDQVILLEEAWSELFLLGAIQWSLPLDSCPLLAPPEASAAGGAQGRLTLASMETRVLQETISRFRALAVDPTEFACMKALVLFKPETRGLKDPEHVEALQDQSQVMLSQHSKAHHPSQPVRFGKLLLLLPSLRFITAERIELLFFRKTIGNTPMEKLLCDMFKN
MITF TRPM1 inh: MITF TRPM1 promoter inhibition in SK-MEL-5 cells; SK-MEL-5 TRPM1 promoter luciferase, 24 h; inhibition, % at 12.5 µM; 0.83% of 330,000 active; AID 488899;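 active = mean inhibition across replicates of 60% or more, whatever share of single replicates reaches that level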; note: values of inactives mirror those of a sister screen read the other way
CF NFkB block: cystic fibrosis NF-kB activation inhibition; inhibition, % at 5 µM; AID 588850; 0.86% of 360,000 active; KKLEB NF-kB-GFP reporter, PAF-induced, GFP fluorescence overnight;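 active = at least 50% inhibition at 5 µM, scaled per plate between neutral and stimulator controls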;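 note: PAF is a Pseudomonas aeruginosa culture filtrate used as stimulus; plate controls were PAF-stimulated DMSO wells for no effect and unstimulated DMSO wells for full effect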
HIF-2a inh: blocks HIF-2a reporter activity. inhibition, % at 18.8 µM. 786-0 RCC cells HIF-2a reporter, luciferase luminescence, overnight. 0.72% of 360,000 active;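 active = inhibition of the luminescence signal of 40% or more relative to plate controls, in a single-dose primary screen at 18.75 µM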
Shn3 3UTR inh: Schnurri-3 reporter inhibition in Clone20 osteoblasts; Clone20 osteoblast Shn3 3'UTR firefly luciferase, 24 h; inhibition, % at 12.5 µM; 0.52% of 360,000 active;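 active = mean inhibition of at least 75% with every replicate also reaching 75%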;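 note: 0% = median of neutral control wells and 100% = pilot-screen positive control compound; some compounds past the cut are filed as inactive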
aDG glyco up: increases alpha dystroglycan glycosylation | Pro5-aDG cells, alpha-DG glycosylation AlphaScreen (IIH6); 0% Pro5, 100% B10-LARGE cell signal | activation, % at 10 µM | 0.22% of 360,000 active;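 active = activation of at least 8% versus controls, or a plate z-score of at least 8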;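 note: Pro5 are CHO cells carrying HIG-tagged alpha-DG that lacks glycosylation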
KKLEB tox: counter-screen for CF NF-kB inhibitors: cytotoxicity; 0.36% of 360,000 active; activity change (cytotoxicity), % at 5 µM; KKLEB CF airway cells viability, ATPlite luminescence, overnight; stronger effect = lower value; cells stimulated with P. aeruginosa culture filtrate;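 active = corrected activity change at or below -50% at 5 µM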
Peg3 prom inh: Peg3 promoter activity inhibition; HeLa PEG-Prom luciferase reporter, luminescence, overnight; inhibition, % at 20 µM; 1.7% of 360,000 active; AID 588405;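 active = inhibition of at least 50% at 20 µM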
hiPSC survival: hiPSC single-cell survival enhancement; ATPlite luminescence; 100% = ROCK inhibitor wells, 0% = DMSO; survival enhancement, % at 20 µM; 0.044% of 360,000 active; in the data active = survival enhancement above about 18%;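 note: cells exposed to compounds for 16 hours before the ATP read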
NR2E3 ag-2: NR2E3 (human) agonism. Q9Y5X4. GST-NR2E3/biotin-RetCOR TR-FRET, 1536-well. inhibition of corepressor binding, % at 4.78 µM. 0.12% of 320,000 active. AID 2300;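 active = percent inhibition above the cutoff of mean plus 3 SD of all tested compounds, set per screening campaign, cut at about 20% in these data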;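 note: 0% = DMSO wells and 100% = biotin wells as full block of FRET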
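System: GST-tagged NR2E3 plus biotinylated RetCOR corepressor; Amount: 1.35 nM GST-tagged NR2E3 final; Dosing: single nominal compound dose of 4.8 µM; Schedule: 5 h incubation at 4 °C; Technique: TR-FRET with europium anti-GST and streptavidin-D2, 340 nm excitation; Controls: biotin wells as high control, 0.6% DMSO wells as low control.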
TWEAK-Fn14 inh: TWEAK-Fn14 signaling inhibition | inhibition, % at 10 µM | 2% of 360,000 active | TWEAK-stimulated Fn14 reporter cells, luciferase luminescence, 8 h; in the data active = inhibition above about 50%
Numbers without * were called inactive; x = not tested or not shown.

SMILES | NR2E3 ag-1 | MITF TRPM1 inh | CF NFkB block | HIF-2a inh | Shn3 3UTR inh | aDG glyco up | KKLEB tox | Peg3 prom inh | hiPSC survival | NR2E3 ag-2 | TWEAK-Fn14 inh
CCOC(=O)c1c(C)n(C)c2ccc(OCC(O)Cn3nc(C)c(Br)c3C)cc12 (centres undefined) | 7 | 3 | -4 | 11 | 7 | 0.0 | -1 | 28 | 6.0 | 3 | 31
COc1cc(C(=O)NC(=S)Nc2ccc3c(c2)C(=O)N(C)C3=O)cc(OC)c1OC | -2 | -25 | -8 | 17 | 10 | -0.1 | 5 | 16 | -0.8 | 2 | 15
Cc1ccc(NC(=O)C2CCCN2C(=O)OCc2ccccc2)cc1C (centres undefined) | 10 | 13 | -13 | 8 | -4 | -0.2 | 12 | 15 | -0.2 | 1 | -1
CC(=O)c1ccc(NC(=O)C2Cc3ccccc3CN2C(=O)c2ccccc2)cc1 (centres undefined) | -13 | -5 | 1 | -97 | -33 | -0.1 | -6 | -60 | 0.0 | -3 | -2
Cc1ccc(-c2csc(/C(C#N)=C/Nc3ccccc3SC(F)(F)F)n2)c(C)c1 | -23 | 21 | 2 | 11 | -41 | -0.5 | -22 | 24 | 6.0 | 3 | -6
O=C1c2ccccc2C(=O)c2c1cccc2N1CCOCC1 | 18 | -15 | 11 | -50 | -18 | -0.3 | -11 | -85 | -1.1 | -5 | 29
COCCCn1cc(CN2CC(N3CCCCC3)CS2(=O)=O)nn1 (centres undefined) | -8 | x | x | 0 | x | -0.3 | x | x | 0.3 | x | -8
COc1ccc(NC(=O)CN2C(=O)/C(=C3\SC(=S)N(C4CCS(=O)(=O)C4)C3=O)c3ccccc32)cc1 (centres undefined) | 7 | x | 39 | 14 | -39 | -0.1 | 1 | 38 | -0.8 | 0 | 28
Cc1ccc(C(=O)Nc2ccc(NC(=O)c3cccs3)cc2)cc1[N+](=O)[O-] | -58 | -12 | -3 | -12 | 4 | -0.3 | -4 | 1 | -0.2 | 6 | -19
CCCCc1c(C)nc2ccccc2c1SCCC#N | -7 | -14 | 32 | 30 | 13 | 0.4 | -23 | 11 | -0.4 | 2 | 24
CN(C)Cc1csc(NC(=O)Nc2ccccc2Oc2ccccc2)n1 | -4 | x | 49 | -14 | 0 | 0.8 | -8 | 93* | -0.4 | x | 7
CCc1c(C)nc(SCC(=O)c2cccs2)c(C#N)c1C | -242 | -35 | -38 | -313 | 3 | -0.1 | 8 | -280 | -1.1 | -3 | 1
CSc1ccccc1C(=O)C1CCCN(C(=O)c2ccc(N3CCOCC3)cc2)C1 (centres undefined) | 9 | -6 | 1 | -32 | 12 | 0.7 | 10 | -16 | -0.5 | 1 | -16
O=C(NC1CCN(C(=O)NC2CCCCC2)CC1)c1ccco1 | -35 | -10 | 2 | 8 | -84 | -0.1 | -3 | -4 | 0.6 | 1 | -13
CCCc1cc(=O)oc2cc(C)cc(OCC(=O)NC(Cc3c[nH]c4ccc(O)cc34)C(=O)O)c12 (centres undefined) | -6 | -3 | -2 | 7 | -20 | 0.1 | 7 | 4 | 2.2 | -2 | -3
CCSC1=N/C(=C\c2ccc(OC)cc2)C(=O)N1 | 21 | -9 | -10 | -34 | 14 | -0.3 | 5 | -59 | 0.5 | -1 | 0
Nc1c(Cl)c(Cl)nc(C(=O)OCC(=O)NCc2ccccc2)c1Cl | -13 | 7 | 2 | -2 | -7 | 0.2 | -7 | 15 | -0.4 | 3 | -11
CN(C)c1ccc(P(=O)(OC2CCCCC2)C(O)c2cccnc2)cc1 (centres undefined) | 2 | -2 | 6 | 24 | -8 | -0.2 | -11 | 1 | 1.3 | 0 | -9
O=C(CSc1nc2ccccc2n1CCc1ccccc1)NC1CCS(=O)(=O)C1 (centres undefined) | -1 | 2 | -11 | -16 | 8 | 0.4 | 4 | -14 | -1.0 | 3 | 2
O=C(N/N=C/c1ccc2c(c1)OCO2)/C(=C/c1ccc2c(c1)OCO2)NC(=O)c1ccccc1 | 4 | 11 | 8 | 3 | 10 | 0.0 | 2 | -7 | 1.0 | -2 | -24

Whole records from above. Screens in order: NR2E3 ag-1, MITF TRPM1 inh, CF NFkB block, HIF-2a inh, Shn3 3UTR inh, aDG glyco up, KKLEB tox, Peg3 prom inh, hiPSC survival, NR2E3 ag-2, TWEAK-Fn14 inh
CCSC1=N/C(=C\c2ccc(OC)cc2)C(=O)N1 is listed as 21, -9, -10, -34, 14, -0.3, 5, -59, 0.5, -1, 0
O=C(CSc1nc2ccccc2n1CCc1ccccc1)NC1CCS(=O)(=O)C1 (centres undefined) is listed as -1, 2, -11, -16, 8, 0.4, 4, -14, -1.0, 3, 2
CSc1ccccc1C(=O)C1CCCN(C(=O)c2ccc(N3CCOCC3)cc2)C1 (centres undefined) is listed as 9, -6, 1, -32, 12, 0.7, 10, -16, -0.5, 1, -16
Cc1ccc(C(=O)Nc2ccc(NC(=O)c3cccs3)cc2)cc1[N+](=O)[O-] is listed as -58, -12, -3, -12, 4, -0.3, -4, 1, -0.2, 6, -19

(more compounds)
SMILES | NR2E3 ag-1 | MITF TRPM1 inh | CF NFkB block | HIF-2a inh | Shn3 3UTR inh | aDG glyco up | KKLEB tox | Peg3 prom inh | hiPSC survival | NR2E3 ag-2 | TWEAK-Fn14 inh
O=c1cc2c(nn1Cc1cccc(Cl)c1)-c1ccccc1CC2 | -21 | 4 | 20 | 6 | -4 | 0.2 | -13 | 15 | -1.8 | 3 | 9
COc1ccc([C@H]2/C=C\CN(C(=O)[C@H](Cc3ccccc3)NC(=O)OCC3c4ccccc4-c4ccccc43)CC(=O)N2Cc2ccc(F)cc2)cc1 | 4 | 1 | 5 | -1 | 75 | 0.5 | -8 | 24 | 0.7 | 3 | 6
COc1ccc(C2Sc3nncn3N2Cc2ccc(C#N)cc2)cc1 (centres undefined) | 4 | -2 | 1 | 10 | -16 | -0.1 | -8 | 21 | 1.1 | 0 | 2
CCc1cccc(NC(=O)c2cnn(-c3ccccc3)c2C)c1 | -170 | -98 | -5 | -269 | -52 | -0.1 | -6 | -312 | -0.4 | -4 | 6
O=C(NN1C(=O)C2C3C=CC([C@H]4CC34)[C@@H]2C1=O)c1ccc(Br)cc1 (some centres undefined) | 4 | 13 | -4 | 12 | 4 | 0.0 | -5 | 10 | 0.1 | 1 | 8
O=C(CNC(=O)c1ccc(Cl)cc1)NCC(F)(F)F | -15 | -22 | 13 | 13 | -2 | 0.1 | -8 | 24 | 1.3 | 2 | 8
CCOc1cc(/C=N/O)ccc1OCc1ccc([N+](=O)[O-])cc1 | -19 | -27 | -33 | -25 | -6 | 0.5 | 1 | -15 | -0.8 | 2 | -12
CCCn1c(SCC(=O)Nc2nnc(-c3ccccc3)s2)nnc1-c1ccccn1 | 17 | -13 | -16 | -12 | 4 | 0.1 | 6 | -14 | -2.4 | 5 | 6
Cn1cccc1/C=C1\SC(=O)N(c2ccc(O)cc2)C1=O | -41 | -56 | -4 | -155 | -38 | 0.3 | -1 | -257 | 1.9 | -2 | -31
Cc1nc2scc(C)n2c(=O)c1S(=O)(=O)NCc1ccccc1Cl | 6 | 2 | -15 | 2 | -2 | 0.1 | -5 | 9 | -0.3 | -3 | -15
COc1ccc(/C=N/NC(C)(C)C)c(OC)c1 | 13 | 5 | 5 | 6 | 3 | -0.1 | -4 | 3 | -0.5 | -4 | -12
COc1ccccc1CNC(=O)C1CCN(c2nc3ccccc3o2)CC1 | 16 | 13 | -4 | 13 | 2 | 0.2 | 0 | 12 | 1.1 | -2 | 12
CCN1C(=O)CSC1=NC12CC3CC(CC(C3)C1)C2 | -12 | 1 | 4 | 6 | 21 | 0.0 | 6 | 1 | -2.7 | 2 | 13
CC1Cc2ccccc2N1C(=O)COC(=O)CSc1ccc(F)cc1 (centres undefined) | -16 | 1 | 26 | 12 | -7 | -0.2 | 2 | 0 | -0.6 | 2 | -8
CC(C)N(Cc1ccccc1)C(=O)CCc1ccccc1 | -2 | 4 | -5 | 11 | 15 | 0.4 | 16 | 11 | -0.6 | 2 | -3
COC(=O)C1(C)NC(c2ccc(F)cc2)C2C(=O)N(c3ccc(C)cc3)C(=O)C21 (centres undefined) | -9 | 10 | -3 | 13 | 3 | -0.1 | -3 | 11 | -0.4 | 2 | -1
CCCn1c(N2CCN(C(=O)Nc3ccccc3)CC2)nc2ccccc21 | 14 | -9 | -3 | -85 | 13 | 0.5 | 2 | -62 | 0.5 | 3 | 0
CC1=CC=CC2=NC(=O)CC(C)(C(=O)N(CC(=O)NC(C)C)C3CCCC3)N12 (centres undefined) | -2 | -10 | 2 | -7 | 5 | -0.1 | -3 | 9 | 1.2 | 1 | 8
O=[N+]([O-])c1ccc(/C=N/Nc2cc(Cl)nc(-c3ccccc3)n2)cc1 | -1 | 14 | -3 | 11 | 5 | -0.5 | -8 | 11 | -3.2 | -5 | -63
COc1ccccc1N1CC(C)(C)C(=O)N(C(=O)c2ccc(Cl)cc2)C1=S | -6 | -1 | 29 | -29 | 14 | 0.1 | -10 | -10 | -0.8 | -1 | 10
O=C(Nc1ccc(N2CCN(C(=O)c3ccc(Cl)cc3)CC2)cc1)c1cc2ccccc2o1 | -12 | 48 | 2 | -3 | 65 | -0.1 | -12 | 3 | 1.5 | 3 | 90*
Cc1cnc(C(=O)OCC(=O)Nc2cc(-c3ccccc3)nn2-c2ccccc2)cn1 | -39 | -5 | -19 | -16 | -10 | 0.2 | 6 | -9 | 0.6 | -2 | -18
CCOCCCNc1nc2c(-c3ccccc3)nnn2c2ccccc12 | -16 | 25 | -22 | -5 | 2 | 0.1 | -8 | -5 | 2.6 | 2 | -13
Cc1ccc(C)c(N(CC(=O)NC2CCCC2)S(=O)(=O)c2ccccc2)c1 | -9 | -4 | -18 | 8 | -6 | 0.1 | -1 | 17 | -0.6 | 4 | 5
CCc1ccccc1NC(=O)c1cnccn1 | 6 | 5 | -11 | 1 | -47 | 0.0 | 2 | 11 | 1.1 | x | 3
COc1ccc(-c2cc3nc(C)cc(N4CCN(C(=O)c5ccoc5)CC4)n3n2)cc1 | -1 | x | -25 | -5 | 0 | 0.0 | 2 | 18 | -1.2 | x | -1
O=C(CCc1ccc(O)cc1)N/N=C/c1coc2ccccc2c1=O | -1 | x | 9 | 22 | -4 | -0.1 | 8 | 10 | 0.0 | -1 | 15
CCC(=O)N1N=C(c2cccs2)CC1c1ccc(C)cc1 (centres undefined) | -35 | -6 | -6 | -24 | -91 | -0.2 | 0 | -7 | 1.2 | -1 | -1
CC(OC(=O)Cn1cnc2c1c(=O)n(C)c(=O)n2C)C(=O)NCc1ccccc1 (centres undefined) | -17 | 1 | -17 | 1 | -1 | -0.4 | 14 | -20 | -0.5 | 1 | -1
CCOC(=O)C1CCCCN1Cc1ccc(C(F)(F)F)cc1 (centres undefined) | -6 | -5 | -22 | 2 | 7 | 0.0 | 9 | -14 | -2.4 | 1 | 17
CC(=O)c1cccc(-c2ccnc3c2CC(C(=O)NCc2ccccc2)O3)c1 (centres undefined) | 26 | x | 31 | 20 | 30 | 0.0 | -14 | -39 | -2.8 | x | 39
CCN1C(=NCc2cc(OC)c(OC)c(OC)c2)N[C@@H](c2ccccc2)C(C(=O)OC)=C1C | 6 | 8 | -4 | 3 | 0 | 0.0 | 3 | -7 | -0.8 | x | 6
